# From PubChem
# NR2F2 inh = inhibitors of human COUP-TFII (NR2F2); P24468; hit rate 0.7% among 370,000; HEK293T NGFI-A luciferase reporter, luminescence; inhibition, % at 8.6 µM;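 active = inhibition above a per-plate cutoff, mean inhibition of test wells between control levels plus 3 SD, cut at about 38% in these data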;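 also: cells cotransfected with COUP-TFII expression vector driving the NGFI-A reporter; 0% = median of COUP-TF2 test wells and 100% = reporter-only cells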
# Target sequence (P24468 whole entry, looked up): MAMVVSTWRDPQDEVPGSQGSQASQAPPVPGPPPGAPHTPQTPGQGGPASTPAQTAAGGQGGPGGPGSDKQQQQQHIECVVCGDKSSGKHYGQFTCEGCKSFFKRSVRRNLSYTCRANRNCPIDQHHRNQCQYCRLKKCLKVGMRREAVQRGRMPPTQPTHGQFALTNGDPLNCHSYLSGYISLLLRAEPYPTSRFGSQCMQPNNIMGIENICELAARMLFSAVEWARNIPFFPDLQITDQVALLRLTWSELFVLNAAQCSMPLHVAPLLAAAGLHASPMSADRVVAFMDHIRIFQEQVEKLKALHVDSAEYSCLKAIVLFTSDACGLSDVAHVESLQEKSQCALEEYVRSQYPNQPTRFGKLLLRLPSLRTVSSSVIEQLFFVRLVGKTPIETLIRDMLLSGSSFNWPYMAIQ
# TLR9-MyD88 inh = inhibitors of human TLR9-MyD88 binding. Q9NR96+Q99836. CHO BLA complementation TLR9-MyD88, CCF4 FRET ratio. inhibition, % at 4.98 µM. hit rate 0.21% among 340,000. AID 504734;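 active = inhibition above the mean over all tested compounds plus 3 SD, cut at about 21% in these data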;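 also: 0% = DMSO only wells and 100% = clavulanate BLA inhibitor control wells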
# TRAIL sens C8 = caspase-8 TRAIL sensitization | hit rate 1% among 360,000 | NB7+C8 cells + TRAIL, ATPlite viability luminescence | inhibition (viability loss, TRAIL sensitization), % at 10 µM;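 active = compounds causing at least 50% loss of cell viability in the single-dose screen, relative to plate controls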
# NR5A2 inv ag = inverse agonists of human LRH-1 (NR5A2) | HEK293T StAR-luciferase reporter, LRH-1 transfected, 24 h | inhibition, % at 3.6 µM | hit rate 0.13% among 360,000 | AID 602396;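 active = inhibition above the mean inhibition of all tested compounds plus 3 SD, cut at about 73% in these data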;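 also: 0% = DMSO wells and 100% = reporter-only cells lacking LRH-1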
# SRC3 inh = inhibits human SRC3 coactivator; HEK293 GAL4-SRC3 luciferase reporter, luminescence; AID 588352; Q9Y6Q9; hit rate 0.17% among 360,000; inhibition, % at 3.6 µM;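 active = inhibition above a per-campaign cutoff, the mean of all compounds plus 3 SD, cut at about 60% in these data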;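 also: 0% = DMSO-treated cells and 100% = gossypol-treated cells at 36 µM; higher means less SRC3-driven luciferase light from the GAL4 reporter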
# Vif inh = HIV Vif inhibition | inhibition, % at 7.49 µM | hit rate 0.35% among 340,000 | HEK293T cells, Vif self-association by quenched fluorescence, imaging, 24 h; in the data active = inhibition above about 50%, passing the limit was not always enough; also: some results filed as inactive read as strong as hits
# SRC2 inh = human SRC2 (NCOA2) inhibition | AID 651957 | HEK293 GAL4-SRC2 luciferase reporter, luminescence | inhibition, % at 9 µM | Q15596 | hit rate 0.17% among 370,000;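 active = inhibition above the mean inhibition of all tested compounds plus 3 SD, set per campaign, cut at about 52% in these data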;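 also: 0% = DMSO treated cells and 100% = cells given Gossypol at 36 µM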
# LMP1 NFkB inh = reduces LMP1-driven NF-kappaB luciferase signal. LMP1-induced NF-kappaB luciferase reporter cells, luminescence. inhibition, % at 12.5 µM. hit rate 0.69% among 350,000; in the data active = inhibition above about 41%;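 also: 0% = neutral control wells and 100% = reference inhibitor control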
# TROY signal inh = blocks TROY-dependent signaling in reporter cells; Q293 LMP1-TROYcd NF-kB luciferase reporter, 4 h; AID 1347056; hit rate 0.98% among 360,000; inhibition, % at 10 µM;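 active = compounds whose plate-normalised and pattern-corrected inhibition of the luciferase reporter signal at the single screening dose is 50% or more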
# NOD2 RIPK2 PPI = blocks binding of human NOD2 to RIPK2; O43353; CHO BLA complementation NOD2-RIPK2, CCF4 ratio; inhibition, % at 4.98 µM; hit rate 0.38% among 360,000; AID 624267; in the data active = inhibition above about 21%;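 also: 0% = vehicle only and 100% = reference blocker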
# Target sequence (O43353 whole entry, looked up): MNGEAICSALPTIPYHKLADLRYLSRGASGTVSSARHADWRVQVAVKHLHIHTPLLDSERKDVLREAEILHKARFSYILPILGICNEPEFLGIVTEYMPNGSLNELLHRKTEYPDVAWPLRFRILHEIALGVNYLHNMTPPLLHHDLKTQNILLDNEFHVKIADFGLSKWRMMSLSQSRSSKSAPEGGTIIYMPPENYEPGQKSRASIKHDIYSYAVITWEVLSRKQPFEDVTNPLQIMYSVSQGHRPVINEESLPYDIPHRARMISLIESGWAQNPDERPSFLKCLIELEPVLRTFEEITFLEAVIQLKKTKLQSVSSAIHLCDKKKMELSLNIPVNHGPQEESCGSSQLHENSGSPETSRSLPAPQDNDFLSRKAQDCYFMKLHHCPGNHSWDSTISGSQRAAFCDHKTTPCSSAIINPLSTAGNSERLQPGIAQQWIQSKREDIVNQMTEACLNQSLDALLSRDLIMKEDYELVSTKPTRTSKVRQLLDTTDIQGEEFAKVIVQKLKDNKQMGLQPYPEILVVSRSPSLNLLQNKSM
# NCOA1 inh = inhibitors of human steroid receptor coactivator 1 (SRC1). HEK293 GAL4-SRC1 luciferase reporter, luminescence. Q15788. inhibition, % at 3.6 µM. hit rate 0.12% among 360,000;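 active = inhibition above the campaign mean plus 3 SD, with each screening campaign given its own cutoff, cut at about 60% in these data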;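 also: 0% = DMSO treated cells and 100% = gossypol at 36 µM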
# Starred values were filed as active, the others as inactive; · = not tested or not shown; & = joins results of further samples. A portion of the library, so the mix of outcomes need not match the whole.
No.	Molecule	NR2F2 inh	TLR9-MyD88 inh	TRAIL sens C8	NR5A2 inv ag	SRC3 inh	Vif inh
1	N#Cc1c(NC(=O)c2ccc(Cn3cc(Br)cn3)o2)sc2c1CCCCCC2	-6	0	5	10	0	·
2	CC(=O)Oc1ccc(/C=N/NC(=O)CCSc2ccccc2)cc1	-16	-2	-9	-14	-13	-3
3	CC1CCN(c2ccc(NC(=O)C3CCCN3S(=O)(=O)c3ccc(F)cc3)cc2)CC1 (stereo not drawn)	15	-9	6	10	-4	-12
4	CCOC(=O)c1ccc(NC(=S)NNC(=O)COC)cc1	-1	-2	-4	12	12	0
5	CCOc1ccc(CCN2C(=S)N([C@@H](CC(C)C)CN3CCCC3CN3C(=S)NC[C@@H]3Cc3ccc(O)cc3)C[C@@H]2Cc2ccc(O)cc2)cc1 (stereo partly drawn)	-7	-21	15	-38	-7	·
6	COc1cc(C(=O)N/N=C2\CCS(=O)(=O)c3ccc(F)cc32)cc(OC)c1OC	-69	-13	-6	35	24	-2
7	CC(=O)/C(=N\Nc1ccc(Cl)cc1Cl)Sc1cccc2cccnc12	13	4	26	7	-4	2
8	COc1ccc(C(=O)NNC(=O)CSc2ccccc2)cc1	3	9	7	-2	1	11
9	COc1ccc(CCNC(=O)COC(=O)c2cc(S(=O)(=O)NCc3ccccc3)ccc2O)cc1OC	-4	5	6	21	10	7
10	Cc1ccc(S(=O)(=O)N=Nc2c(O)[nH]c3ccccc23)cc1	22	10	-2	2	4	22
11	c1ccc(CN2CCOCCOCCOCCOCC2)cc1	9	-5	9	-2	7	-1
12	O=c1[nH]cc(S(=O)(=O)N2CCN(c3ccccc3F)CC2)c(=O)[nH]1	-15	6	-13	-14	-22	10
13	O=C(CS(=O)(=O)c1cn(Cc2ccc(F)cc2)c2ccccc12)N1CCCCC1	5	4	-12	-6	-4	0
14	CC(C)C(=O)N=C1SC2CS(=O)(=O)CC2N1Cc1ccc(Cl)cc1 (stereo not drawn)	-16	8	0	3	3	3
15	CC(=O)Nc1ccc(NCN2C(=O)[C@@H]3[C@H]4CC[C@H](C4)[C@@H]3C2=O)cc1	-4	1	-10	-73	1	·

No.	SRC2 inh	LMP1 NFkB inh	TROY signal inh	NOD2 RIPK2 PPI	NCOA1 inh
1	14	-4	25	0	2
2	-13	4	12	-4	-1
3	0	7	-19	-3	-8
4	12	-22	-7	4	-7
5	-1	9	11	-1	-10
6	-46	4	17	19	-2
7	-22	-153	-9	-15	-4
8	-24	-3	24	-1	-14
9	2	6	-15	1	11
10	12	-2	3	-6	-11
11	7	-7	-11	-17	-22
12	-6	6	4	-9	10
13	-14	-3	2	2	-3
14	-2	-6	-3	-3	14
15	-27	-2	13	1	-1

# Ordered by molecular weight (lowest first): some entries from above
No.	Molecule	NR2F2 inh	TLR9-MyD88 inh	TRAIL sens C8	NR5A2 inv ag	SRC3 inh	Vif inh
14	CC(C)C(=O)N=C1SC2CS(=O)(=O)CC2N1Cc1ccc(Cl)cc1 (stereo not drawn)	-16	8	0	3	3	3
13	O=C(CS(=O)(=O)c1cn(Cc2ccc(F)cc2)c2ccccc12)N1CCCCC1	5	4	-12	-6	-4	0
9	COc1ccc(CCNC(=O)COC(=O)c2cc(S(=O)(=O)NCc3ccccc3)ccc2O)cc1OC	-4	5	6	21	10	7

No.	SRC2 inh	LMP1 NFkB inh	TROY signal inh	NOD2 RIPK2 PPI	NCOA1 inh
14	-2	-6	-3	-3	14
13	-14	-3	2	2	-3
9	2	6	-15	1	11

# Continuation.
No.	Molecule	NR2F2 inh	TLR9-MyD88 inh	TRAIL sens C8	NR5A2 inv ag	SRC3 inh	Vif inh
16	CCc1nnc(NC(=O)CSc2ncc(-c3ccccc3)n2C)s1	-11	-8	-13	-32	12	-3
17	Cc1ccc(C(=O)N2CCN(S(=O)(=O)c3ccc(C(C)C)cc3)CC2)s1	11	3	4	26	-7	-13
18	O=[N+]([O-])c1ccc(S(=O)(=O)N2CCN=C2SCc2ccc(F)cc2)cc1	7	-6	-5	-12	10	-2
19	Cc1cc(NCc2ccccc2)nc(N2CCOCC2)n1	5	-1	5	-6	-17	2
20	CC1CC(C)(C)NC(=S)O1 (stereo not drawn)	-17&-2	0&-7	-20&1	-15&4	-2&12	-4&8
21	CC1=C(C(=O)N2CCCCCC2)CC(CC(=O)NCC2CCCCC2)C(=O)N1Cc1ccc(F)cc1 (stereo not drawn)	9	·	7	-8	·	·
22	CCc1cc2c(SCC(=O)N3CCCC3=O)ncnc2s1	-18	1	-3	-3	-19	-2
23	Cc1ccc(S(=O)(=O)N2[C@@H](c3ccc(C#N)cc3)C(C(=O)O)=C[C@H]2CC2CCCC2)cc1	8	-1	4	3	-19	-3
24	O=C(CSc1ccccc1)Nc1ccc(C(=O)Nc2ccc(O)cc2)cc1	-26	14	17	-6	0	-2
25	Cc1cc(C)cc(NS(=O)(=O)c2ccc(NC(=S)Nc3ccccc3)cc2)c1	2	2	-3	0	23	3
26	CCOC(=O)c1ccccc1NC(=O)COC(=O)C1CCN(S(=O)(=O)c2ccccc2C(=O)OC)CC1	3	-9	1	-11	-24	-2
27	C[C@H](CO)N1C[C@H](C)[C@@H](CN(C)CC2CCCCC2)Oc2c(NC(=O)CCC(F)(F)F)cccc2C1=O	-2	1	5	4	12	-5
28	NS(=O)(=O)c1ccc(CCNS(=O)(=O)c2ccc3c(c2)NC(=O)CO3)cc1	4	-10	4	-9	12	-1
29	CCN(c1cccc(C)c1)S(=O)(=O)c1ccc(-c2coc(C)n2)cc1	-2	7	-7	-5	25	3
30	CC(=O)c1ccc(NC(=O)C(Cc2ccccc2)NC(=O)c2ccco2)cc1 (stereo not drawn)	-7	1	-1	9	7	2

No.	SRC2 inh	LMP1 NFkB inh	TROY signal inh	NOD2 RIPK2 PPI	NCOA1 inh
16	1	-9	-7	-2	0
17	9	3	-21	-2	16
18	-4	-12	-10	1	-2
19	-29	2	7	1	9
20	3&-10	-19&0	0&-2	-5&-4	-5&-17
21	-22	·	5	-5	·
22	16	-2	-37	4	6
23	-11	0	-8	-6	5
24	-68	-3	-6	0	-13
25	-28	1	2	-7	17
26	-3	0	-2	-1	10
27	11	3	-6	-14	0
28	-16	0	8	-7	-87
29	-3	0	-10	7	5
30	-11	1	-18	-14	-25

# (cont.)
No.	Molecule	NR2F2 inh	TLR9-MyD88 inh	TRAIL sens C8	NR5A2 inv ag	SRC3 inh	Vif inh
31	CCC1(C)Cc2ccccc2-c2[nH][nH]c(=O)c21 (stereo not drawn)	-5	13	0	13	8	5
32	Cc1ccc(S(=O)(=O)N2CC(O)CC2C(=O)O)cc1 (stereo not drawn)	22	0	-2	10	-4	·
33	CC1CCC2(CC1)NC(=O)N(CC(=O)Nc1cccc(S(=O)(=O)N(C)c3ccccc3)c1)C2=O (stereo not drawn)	-6	6	11	-3	-7	-1
34	Cc1c(N(C(=O)c2ccccn2)C2(C(=O)NC3CCCCC3)CCCCC2)c(=O)n(-c2ccccc2)n1C	14	2	-4	6	-6	12
35	CC(=O)c1ccc(Sc2ccccn2)c([N+](=O)[O-])c1	7	·	-7	-7	17	12
36	O=C(Nc1ccc(F)cc1)c1ccc(S(=O)(=O)N2CCCC2)cc1	-2	-12	11	-12	-25	-3
37	CCOC(=O)CNC(=O)Nc1cccc(Cl)c1C	1	-4	-3	2	10	-2
38	O=C(Cc1ccccc1)N1CCCC(c2nc(-c3cccs3)no2)C1 (stereo not drawn)	7	-7	2	8	-13	·
39	O=C1C=C(Nc2cccnc2)c2ccccc2C1=O	24	3	70*	39	16	2
40	O=C(Cn1cccn1)N1CCCC(N2CCN(c3cccc(C(F)(F)F)c3)CC2)C1 (stereo not drawn)	13	0	-23	15	8	-5
41	CSc1nc2cc(F)c(F)cc2n1C	-4	5	-16	-10	14	-1
42	CC(=O)c1ccc(N2CCN(CC(=O)Nc3ccc4c(c3)OCCO4)CC2)cc1	8	3	4	8	-6	·
43	O=C(Nc1ccc([N+](=O)[O-])cc1)c1ccccc1	-27	-6	9	-77	-83	-6
44	Cc1ccc(S(=O)(=O)NC2=NCCCCC2)cc1	-7	5	-1	5	2	0
45	CCCCN(C(C)=O)c1ccc2c(c1)C1CC2CCN1Cc1ccccc1 (stereo not drawn)	8	1	-1	19	17	·

No.	SRC2 inh	LMP1 NFkB inh	TROY signal inh	NOD2 RIPK2 PPI	NCOA1 inh
31	-29	7	15	-11	-6
32	11	2	2	-6	-4
33	6	11	8	-8	2
34	-2	-3	6	-11	-5
35	-7	·	-8	-5	10
36	4	-3	0	-1	-5
37	-19	-3	-13	-2	-4
38	5	1	-9	2	-14
39	-23	-36	17	4	-1
40	-9	6	-6	-1	3
41	-30	-3	-8	-1	1
42	-17	1	-7	-6	14
43	-41	-19	-73	-8	-97
44	-14	-7	-2	-13	-4
45	-2	3	-1	4	-1

# (cont.)
No.	Molecule	NR2F2 inh	TLR9-MyD88 inh	TRAIL sens C8	NR5A2 inv ag	SRC3 inh	Vif inh
46	O=C(NCCC1=CCCCC1)c1cc(S(=O)(=O)N2CCCCC2)ccc1Cl	-15	-13	-9	-21	-7	-15
47	CC(=O)Nc1ccc(-c2ccnc3c2CC(C(=O)NCC2CC2)O3)cc1 (stereo not drawn)	7	·	27	-2	-3	3
48	CC(C)C[C@@H](CNCC(=O)[C@H](Cc1c[nH]c2ccccc12)NC(=O)c1[nH]cnc1C(=O)N[C@H](CN)CC(C)C)NC(=O)c1nc[nH]c1C(=O)N[C@@H](CC(=O)O)C(=O)O	-2	-8	0	22	-23	18
49	O=C(O/N=C(\c1ccccc1)c1ccccn1)c1cccc2ccccc12	-4	0	-4	-12	12	-1
50	COC(=O)c1ccc(Nc2cc(C)nc(-c3ccccc3O)n2)cc1	11	0	10	5	4	0
51	Cc1cc(Br)ccc1NC(=O)CN(C)C(=O)C1CCN(c2ncnc3sc(C)c(C)c23)CC1	47*	-10	19	11	31	-16

No.	SRC2 inh	LMP1 NFkB inh	TROY signal inh	NOD2 RIPK2 PPI	NCOA1 inh
46	7	-13	-7	-3	-2
47	6	·	6	-7	5
48	8	-3	0	7	-9
49	-24	0	-58	-6	6
50	-14	-6	-5	-7	1
51	51	16	45	-7	20

# Entries 45 to 49 of the list above:
No.	Molecule	NR2F2 inh	TLR9-MyD88 inh	TRAIL sens C8	NR5A2 inv ag	SRC3 inh	Vif inh
45	CCCCN(C(C)=O)c1ccc2c(c1)C1CC2CCN1Cc1ccccc1 (stereo not drawn)	8	1	-1	19	17	·
46	O=C(NCCC1=CCCCC1)c1cc(S(=O)(=O)N2CCCCC2)ccc1Cl	-15	-13	-9	-21	-7	-15
47	CC(=O)Nc1ccc(-c2ccnc3c2CC(C(=O)NCC2CC2)O3)cc1 (stereo not drawn)	7	·	27	-2	-3	3
48	CC(C)C[C@@H](CNCC(=O)[C@H](Cc1c[nH]c2ccccc12)NC(=O)c1[nH]cnc1C(=O)N[C@H](CN)CC(C)C)NC(=O)c1nc[nH]c1C(=O)N[C@@H](CC(=O)O)C(=O)O	-2	-8	0	22	-23	18
49	O=C(O/N=C(\c1ccccc1)c1ccccn1)c1cccc2ccccc12	-4	0	-4	-12	12	-1

No.	SRC2 inh	LMP1 NFkB inh	TROY signal inh	NOD2 RIPK2 PPI	NCOA1 inh
45	-2	3	-1	4	-1
46	7	-13	-7	-3	-2
47	6	·	6	-7	5
48	8	-3	0	7	-9
49	-24	0	-58	-6	6
